Assay outcomes: PubChem, several laboratories
HTR5A inv ctr = HTR5A inverse agonism, opioid heterodimer counter-screen; inhibition, % at 9.3 µM; HTR5A cell line, luminescence; AID 504634; actives 0.083% (n = 340,000); in the data active = inhibition mostly above about 23%, no sharp cut-off; inactive = mostly below about 18%;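 note: 0% = cells with DMSO and 100% = no-cell wells with DMSO; some compounds called inactive have numbers as strong as hits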
Target sequence (P47898 whole entry, looked up): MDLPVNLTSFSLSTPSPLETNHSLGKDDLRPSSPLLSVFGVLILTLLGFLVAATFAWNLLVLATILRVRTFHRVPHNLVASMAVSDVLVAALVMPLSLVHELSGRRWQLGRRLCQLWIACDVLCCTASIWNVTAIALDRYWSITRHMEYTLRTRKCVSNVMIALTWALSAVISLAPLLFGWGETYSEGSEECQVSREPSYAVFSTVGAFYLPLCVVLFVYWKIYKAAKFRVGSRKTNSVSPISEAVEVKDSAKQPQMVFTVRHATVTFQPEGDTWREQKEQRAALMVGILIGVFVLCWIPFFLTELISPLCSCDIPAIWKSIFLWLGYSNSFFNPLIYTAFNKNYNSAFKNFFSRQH
HTR5A ag = HTR5A agonism, opioid heterodimer counter-screen. HTR5A agonist assay, luminescence, cell-based. activation, % at 9.3 µM. actives 0.61% (n = 340,000); in the data active = activation mostly above about 9.5%, no sharp cut-off; inactive = mostly below about 7.6%;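 note: 0% = cells with vehicle only and 100% = reference agonist; strong numbers were not always called active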
dFosB act = activators of mouse delta FosB homodimer. P13346. purified delta FosB, TAMRA-CDK5 oligo fluorescence polarization; percent of positive-control signal above neutral wells. activation, % at 25 µM. actives 0.99% (n = 340,000). AID 493131;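 active = mean activation above about 17%, with every replicate also reaching it, limit read from the data, passing the limit was not always enough; inconclusive = only one of the two conditions met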;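 note: fluorescence polarization rise as delta FosB binds a TAMRA Cdk5 AP-1 oligo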
Wnt act = activates Wnt/beta-catenin signaling in a reporter cell assay. AID 743398. activator, plate reader. actives 1.2% (n = 300,000). activation, % at 9.35 µM; in the data active = activation above about 30%, passing the limit was not always enough; inconclusive = no clear call, values can overlap the other calls;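 note: 0% = neutral control wells and 100% = positive control wells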
CDK5 inh = CDK5/p35 (human) kinase inhibition. Recombinant CDK5/p35, ADP-Glo luminescence, 60 min. AID 488839. actives 0.01% (n = 330,000). inhibition, % at 10 µM. Q00535+Q15078;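 active = highest replicate inhibition of at least 50% and at least 75% of replicates reaching 50%; inconclusive = only one of the two criteria met; inactive = both criteria failed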;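 note: plate controls were DMSO neutral control for no effect and GW8510 at 10 µM for full effect; many of its hits are not listed in these tables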
Target sequence (Q00535 whole entry, looked up): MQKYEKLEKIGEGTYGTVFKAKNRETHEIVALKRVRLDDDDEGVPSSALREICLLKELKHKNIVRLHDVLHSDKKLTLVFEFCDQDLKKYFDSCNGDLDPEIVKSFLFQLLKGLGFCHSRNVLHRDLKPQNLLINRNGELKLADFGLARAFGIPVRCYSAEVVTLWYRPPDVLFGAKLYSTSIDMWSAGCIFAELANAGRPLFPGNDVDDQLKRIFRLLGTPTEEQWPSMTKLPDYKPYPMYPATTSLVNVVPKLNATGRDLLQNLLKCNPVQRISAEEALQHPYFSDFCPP
Target sequence (Q15078 whole entry, looked up): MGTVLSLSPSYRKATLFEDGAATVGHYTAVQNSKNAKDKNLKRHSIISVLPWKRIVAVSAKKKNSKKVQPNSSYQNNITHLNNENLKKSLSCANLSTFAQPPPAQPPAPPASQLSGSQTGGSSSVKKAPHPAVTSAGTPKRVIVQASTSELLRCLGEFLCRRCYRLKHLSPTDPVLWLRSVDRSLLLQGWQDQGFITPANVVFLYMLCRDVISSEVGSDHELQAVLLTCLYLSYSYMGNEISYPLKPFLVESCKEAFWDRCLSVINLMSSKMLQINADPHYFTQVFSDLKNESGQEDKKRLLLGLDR
PvdQ acylase = P. aeruginosa PvdQ acylase inhibition | purified PvdQ acylase, fluorescence plate reader | inhibition, % at 10 µM | actives 0.063% (n = 340,000); in the data active = inhibition above about 30%, passing the limit was not always enough; inconclusive = no clear call, values can overlap the other calls;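 note: 0% = vehicle neutral wells and 100% = reference inhibitor wells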
NSD2 inh = blocks human histone methyltransferase NSD2. actives 0.54% (n = 310,000). inhibition, % at 12.5 µM. AID 743445. NSD2 peptide methylation, AlphaScreen, 120 min; in the data active = inhibition above about 50%
MITF act = MITF TRPM1 promoter activation in melanoma cells; SK-MEL-5 TRPM1-promoter luciferase, 24 h; % of positive control, neutral wells = 0; activation, % at 12.5 µM; actives 0.75% (n = 300,000); AID 588334;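 active = mean activation of at least 80% with every replicate also reaching 80%; inconclusive = mean reaches 80% but some replicate falls short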;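 note: 0% = neutral control wells and 100% = parthenolide positive control wells; values of inactives mirror those of a sister screen read the other way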
V-ATPase pHluor = regulators of yeast V-ATPase proton transport. S. cerevisiae, pHLuorin cytosolic pH fluorescence. response, % at 10 µM. actives 0.37% (n = 350,000). AID 504577; in the data active = response mostly above about 7.3%, no sharp cut-off; inactive = mostly below about 5.4%; note: actives read high; inactives centre near 0; some compounds called inactive have numbers as strong as hits; reference of the scale not given here
SR-BI DiI inh = blocks mouse SR-BI lipid uptake from DiI-HDL. Q61009. ldlA[mSR-BI] CHO cells, DiI-HDL uptake fluorescence, 3 h. inhibition, % at 12.5 µM. actives 0.96% (n = 320,000). AID 488896;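 active = mean replicate inhibition of at least 70% and a set share of replicates each scoring 70 or more; inconclusive = meets just one of the two criteria; inactive = fails both criteria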;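 note: 0% = median of neutral control wells and 100% = median of positive control wells; values of inactives mirror those of a sister screen read the other way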
Numbers without * were called inactive; u = inconclusive; x = no result given. Hits appear at their usual frequency (roughly 5% active in at least one column).

SMILES | HTR5A inv ctr | HTR5A ag | dFosB act | Wnt act | CDK5 inh | PvdQ acylase | NSD2 inh | MITF act | V-ATPase pHluor | SR-BI DiI inh
O=C(CNc1n[nH]c(=O)[nH]c1=O)N/N=C/C1CC=CCC1 (stereo not drawn) | -9 | 3 | -4 | 3 | 1.7 | -13 | -5 | 11 | 7 | -9
Cc1ccccc1Nc1nn2c(=O)c3ccccc3nc2s1 | 9 | 2 | -19 | 35* | 0.6 | -22 | 1 | 43 | -1 | 14
CCOC(=O)c1sc2ncn(CC(=O)NCC3CCCO3)c(=O)c2c1C (stereo not drawn) | 12 | 1 | -2 | x | 0.3 | -6 | -45 | -3 | -1 | 16
C=CCn1c(SCC(=O)Nc2ccc(O)cc2)nc2sc(C)c(C)c2c1=O | 3 | -1 | -14 | 4 | -3.5 | -14 | 0 | 0 | 9 | 2
CCOC(=O)c1ccc(NC(=O)COc2ccc(S(=O)(=O)NC(C)(C)C)cc2)cc1 | -7 | 2 | -7 | -2 | 0.7 | -14 | x | -3 | 0 | 56
Cc1ccc2cc(C#N)c(SCc3nnc(-c4ccccc4[N+](=O)[O-])o3)nc2c1 | 3 | -1 | -8 | 8 | 1.2 | 3 | -1 | -37 | -3 | 58
COc1ccc(C2CC(c3ccccc3C(F)(F)F)=NN2c2ccc(S(N)(=O)=O)cc2)cc1 (stereo not drawn) | -15 | 4 | -14 | -2 | 3.9 | -52 | x | 0 | -3 | 54
Cc1nc2cc(C(F)(F)F)ccc2n1CCNc1nc(-c2cc(Cl)c(N)c(Cl)c2)cs1 | x | x | -1 | -5 | -1.1 | -25 | x | 2 | 0 | 45
O=C(NNC(=O)c1ccccc1O)c1ccccc1O | 3 | -1 | -8 | -3 | 0.7 | -14 | x | x | 2 | 124*
COCc1cc(=O)[nH]c(Nc2nc3ccc(C)cc3o2)n1 | -7 | -6 | -7 | x | 2.3 | -7 | 4 | -6 | 2 | 18
Cc1ccc(NC(=O)C(C)OC(=O)c2cc(=O)[nH]c3ccccc23)cc1S(=O)(=O)N1CCOCC1 (stereo not drawn) | -20 | 7 | -11 | -5 | -1.2 | -5 | 1 | -12 | -3 | 17
O=C(O)c1ccc2c(c1)C(=O)N(CCC1=CCCCC1)C2=O | 9 | 0 | 0 | x | -0.3 | -9 | 2 | 2 | 1 | -26
Cn1c(CCN2CCCCC2)nc2cc([N+](=O)[O-])ccc21 | 20 | -2 | 1 | -1 | -2.1 | 1 | x | -6 | -1 | 5
O=[N+]([O-])c1cccc(-c2ccc(SCc3cccnc3)nn2)c1 | 27 | -1 | 0 | 2 | 0.5 | -1 | 2 | 70 | -1 | 6
O=[N+]([O-])c1cc(Br)c2nsnc2c1N1CCOCC1 | -13 | -5 | -5 | 3 | 0.8 | -13 | 25 | -8 | 0 | 8
CCOC(=O)CC1NC(=O)c2ccccc21 (stereo not drawn) | 17 | -1 | 3 | -1 | 0.2 | 4 | 1 | 5 | -1 | -5
CCN(CC)c1cc(C)c(C#N)c2nc3ccccc3n12 | 1 | 0 | -6 | 36* | 2.9 | -10 | -2 | -3 | -1 | 14
CC1CC(=O)N(CC(=O)NCc2ccc3c(c2)OCO3)c2ccccc2S1 (stereo not drawn) | 19 | 3 | -4 | x | -2.8 | -6 | -3 | 2 | 7 | -4
O=C(N1CCN(c2ccccc2)CC1)C(F)(F)C(F)(F)F | -1 | 0 | 1 | x | 0.4 | -8 | 0 | 1 | 0 | 16
Cc1cc(S(=O)(=O)N2CCOCC2)ccc1OCC(=O)Nc1cccc(F)c1 | 18 | -6 | -10 | -3 | 0.4 | -4 | -1 | -16 | 0 | x
CCC(=O)c1ccc(OC(C)C(=O)NC2(C#N)CCCCC2)cc1 (stereo not drawn) | 1 | 0 | -5 | -1 | 1.5 | -11 | -3 | -14 | 3 | 16
Cc1cccc(CCNC(=O)C2CCCN(c3ncnc4c3nc3n4CCCCC3)C2)c1 (stereo not drawn) | 6 | -1 | -6 | 0 | 0.4 | -4 | 3 | 8 | -3 | 9
Cc1ccc(-c2csc3ncnc(-n4nnc5ccccc54)c23)cc1C | 9 | -3 | 4 | 0 | 1.1 | 3 | -4 | 3 | 0 | 10
CCc1cccc(CC)c1NC(=O)CN1CC(C)SC1=NC1CCCCC1 (stereo not drawn) | 10 | -4 | -11 | -12 | -0.3 | -4 | 5 | 34 | 2 | 1
CCOCCCN(CC(=O)NC1CCCC1)C(=O)C(=O)Nc1ccc2c(c1)OCCO2 | 13 | 5 | -6 | 1 | -0.8 | -15 | 2 | 3 | 3 | -4
Cc1cc(S(=O)(=O)NC2CCCCC2)ccc1OCC(=O)NCc1ccccn1 | -17 | 5 | -4 | x | 0.0 | 13 | 0 | -6 | 18 | -4
O=C(COc1ccccc1-c1ccccc1)Nc1ccc(S(=O)(=O)NCc2ccco2)cc1 | 9 | 3 | -1 | x | -1.1 | -15 | 1 | x | 10 | 30
Cc1cc(C)nc(N/N=C/c2cn[nH]c2-c2ccc(F)cc2)n1 | -4 | 1 | -8 | 0 | 0.9 | -16 | -2 | x | -6 | 24
O=C(N/C(=C/c1cccc([N+](=O)[O-])c1)C(=O)N1CCCCC1)c1ccco1 | 23 | 2 | -5 | 3 | 0.5 | -2 | 0 | -3 | -3 | 0
CN(C(=O)CSc1nnc(-c2c[nH]c3ccccc23)o1)C1CCS(=O)(=O)C1 (stereo not drawn) | -7 | 7 | 7 | -3 | -2.0 | 1 | -2 | 8 | -2 | -15
COc1ccccc1C(=O)Nc1sc2c(c1C(=O)NCc1ccco1)CCCC2 | -55 | -1 | u | x | -0.1 | -11 | -3 | -1 | -4 | 58
COc1cccc(-c2nn(C)c3sc(C(=O)NCCCN(C)Cc4ccccc4)cc23)c1 | -2 | 1 | -23 | 4 | 0.5 | 5 | 5 | -30 | 0 | 49
COc1ccc(NC(=O)CN(C)S(=O)(=O)c2ccc(Cl)cc2)cc1Cl | 5 | -2 | -5 | x | -0.4 | -4 | -3 | x | x | -11
Cc1ccc(C(=O)Nc2cnc3ccccc3c2)cc1 | 3 | 4 | -3 | -24 | -2.0 | 13 | x | -84 | 0 | -2
O=C(CN(C(=O)CNC(=O)c1cccs1)c1ccc2c(c1)OCCO2)NC1CCCC1 | -14 | 5 | 0 | -19 | -0.3 | 4 | x | 1 | -4 | -19
CC(=O)NC12CC3CC(C1)CC(C(=O)Nc1nc4ccc(S(C)(=O)=O)cc4s1)(C3)C2 | 3 | 0 | -13 | 1 | -0.3 | -14 | 1 | -7 | 1 | 25
N#Cc1ccc(NC(=O)Cn2cnc(S(=O)(=O)N3CCc4ccccc43)c2)cc1 | 9 | -1 | -4 | 2 | 1.0 | -18 | -1 | -10 | -1 | -13
O=C(NCC1CCCO1)NC1CCCCC1 (stereo not drawn) | -4 | 3 | 6 | -1 | -5.1 | -3 | 1 | x | 3 | -12
C#CCOCCOCCOCCNc1nc(N2CCOCC2)nc(N2CCN(C(=O)[C@H]([C@@H](C)O)n3cc(CCCCN)nn3)CC2)n1 | -6 | 6 | -2 | -2 | -0.6 | 0 | x | 5 | 0 | -3
C=C(C)c1cccc(C(C)(C)NC(=O)N2CCCCC2CC)c1 (stereo not drawn) | -11 | 2 | -15 | x | -1.2 | 0 | 3 | -4 | -5 | 14
Cc1cc(=O)[nH]c(SCC(=O)Nc2c(C)n(C)n(-c3ccccc3)c2=O)n1 | 26 | -3 | -2 | 1 | 0.1 | -7 | 1 | -7 | -1 | -25
Cn1c(N)c(C(=O)COC(=O)Cc2c(F)cccc2Cl)c(=O)n(C)c1=O | 6 | -2 | -4 | -2 | -0.5 | -9 | -1 | -6 | 2 | 3
CCC(C)NC(=O)C(Cc1ccccc1)NS(=O)(=O)c1cccc2nsnc12 (stereo not drawn) | -8 | 2 | 2 | -4 | -1.2 | 4 | -1 | -7 | -2 | 2
CCCCCOC(=O)Cc1c(O)c2ccccc2n(C)c1=O | 0 | 0 | 10 | x | -0.4 | -11 | 1 | x | -1 | -10
Cc1ccc(N2C(=O)c3ccccc3C2Nc2ccccc2)nc1 (stereo not drawn) | -17 | 4 | 0 | 24 | 0.7 | 5 | x | x | -1 | -1
COc1ccc(Cl)cc1C=CC=NNS(=O)(=O)c1ccc(C)cc1 | -20 | 5 | -14 | -2 | -1.6 | 3 | 6 | 9 | 4 | -6
NC1=NC(=O)C(Cc2cc(Cl)ccc2Cl)S1 (stereo not drawn) | 7 | -3 | 6 | 4 | -3.0 | -2 | x | -3 | 1 | -14
Cc1nc2cc(NC(=O)CSc3nc4c(C)cccc4cc3C#N)ccc2s1 | -3 | 1 | 61* | -2 | 0.4 | 0 | 9 | 26 | 0 | 1
COc1ccc(-c2noc(CCC(=O)N3CCN(Cc4ccccc4)CC3)n2)cc1 | 2 | 1 | -9 | x | 0.0 | -7 | -1 | 17 | -4 | 2
COc1ccc(-c2csc(NC(=O)C3CSC4(C)CCC(=O)N34)n2)c(OC)c1 (stereo not drawn) | 5 | -2 | -10 | -1 | -0.3 | -7 | 6 | 6 | 2 | 54
Cc1cccc(OCCC(=O)NCC(c2ccccc2)N(C)C)c1 (stereo not drawn) | 17 | 3 | 0 | 2 | 2.6 | -3 | 2 | 10 | 1 | 9
Cc1cc(NC(=O)CCCN2C(=O)c3cccnc3C2=O)ccc1Br | 19 | 2 | 1 | -1 | 1.4 | -4 | -1 | -2 | 6 | -10
CCCCN(C(=O)c1ccco1)c1nnc(-c2cc(OC)c(OC)c(OC)c2)s1 | 1 | 0 | 1 | -8 | -0.6 | -7 | -7 | x | 3 | 51

Quoted at random: 6 entries already listed, in no set order.
SMILES | HTR5A inv ctr | HTR5A ag | dFosB act | Wnt act | CDK5 inh | PvdQ acylase | NSD2 inh | MITF act | V-ATPase pHluor | SR-BI DiI inh
CCCCN(C(=O)c1ccco1)c1nnc(-c2cc(OC)c(OC)c(OC)c2)s1 | 1 | 0 | 1 | -8 | -0.6 | -7 | -7 | x | 3 | 51
COc1ccc(Cl)cc1C=CC=NNS(=O)(=O)c1ccc(C)cc1 | -20 | 5 | -14 | -2 | -1.6 | 3 | 6 | 9 | 4 | -6
Cc1cc(NC(=O)CCCN2C(=O)c3cccnc3C2=O)ccc1Br | 19 | 2 | 1 | -1 | 1.4 | -4 | -1 | -2 | 6 | -10
Cc1ccc(N2C(=O)c3ccccc3C2Nc2ccccc2)nc1 (stereo not drawn) | -17 | 4 | 0 | 24 | 0.7 | 5 | x | x | -1 | -1
COc1ccc(-c2csc(NC(=O)C3CSC4(C)CCC(=O)N34)n2)c(OC)c1 (stereo not drawn) | 5 | -2 | -10 | -1 | -0.3 | -7 | 6 | 6 | 2 | 54
COc1ccc(-c2noc(CCC(=O)N3CCN(Cc4ccccc4)CC3)n2)cc1 | 2 | 1 | -9 | x | 0.0 | -7 | -1 | 17 | -4 | 2
